MMP13 inhibition: MMP13 inhibitors among fluorescent compounds, confirmation, biochemical, possible fluorescent artifacts, delta fluorescence (AID 734); inhibition, %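 (each compound tested at 4 µM nominal in triplicate)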; MMP13 fTHP FRET cleavage, delta fluorescence 4 h; stronger effect = higher value; Collagenase 3 (Homo sapiens); 5,100 tested, under 10 active;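 active means inhibition above the mean inhibition over all tested compounds plus 3 SD, cut at about 75% in these data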;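 further: 0% = DMSO only wells and 100% = 8 µM reference MMP13 inhibitor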
The depositor's hits bear a star.

`COc1cc(C(=O)Nc2nc3ccc(S(=O)(=O)N4CCOCC4)cc3s2)cc(OC)c1OC` gave MMP13 inhibition -1.
`COc1ccc(C2C=C(c3ccccc3)Nc3nc(CCCO)nn32)cc1` (stereo not given) gave MMP13 inhibition -14.
`Cc1cc(NCc2ccccc2)nc(-c2ccccc2O)n1` gave MMP13 inhibition 1.
COc1ccc(-c2nc(C#N)c(NCCc3ccccc3)o2)cc1OC was read as MMP13 inhibition 2.
Screening CCn1c(=O)c2cc(C(=O)NCCN3CCOCC3)sc2c2ccccc21 returned MMP13 inhibition -1.
Cc1ccc(-c2c3c(=O)n(C)c(=O)n(C)c3cn2-c2ccccc2O)cc1 was read as MMP13 inhibition -4.
CCOC(=O)c1sc2nccc(N(C)C)c2c1N=CN(C)C was read as MMP13 inhibition 4.
`N#Cc1nc(-c2cccs2)oc1NCCN1CCOCC1` gave MMP13 inhibition -4.
COc1ccc(OC)c(-c2cc(C(=O)Nc3c(C)nn(Cc4ccccc4Cl)c3C)no2)c1 was read as MMP13 inhibition 1.
`CCOC(=O)c1ccccc1NC(=O)CSc1nc2ccccc2o1` gave MMP13 inhibition 4.
OCCNc1nc(-c2ccccc2)c2ccccc2n1 was read as MMP13 inhibition 5.
Cc1nn(-c2ccc(F)cc2F)c2c1-c1nc(N3CCCC3)ncc1CC2 was read as MMP13 inhibition 1.
`O=c1c2cc(N3CCOCC3)ccc2[nH]c(=S)n1CC1CCCO1` (stereo not given) gave MMP13 inhibition 7.
Screening NC(=O)c1c(N)sc2c1CCCCC2 returned MMP13 inhibition 2.
CC(C)(C)c1nc(NCC2CCCO2)c2nnn(Cc3ccccc3)c2n1 (stereo not given) was read as MMP13 inhibition 8.
For Cc1cc(=O)oc2cc(OCc3nnc(-c4ccccc4Br)o3)ccc12 the results were MMP13 inhibition 6.
`CC1(C)CC(=O)c2cc(OCC(=O)NCCCN3CCN(c4ccc(F)cc4)CC3)ccc2O1` gave MMP13 inhibition 4.
Screening CCOC(=O)c1cnc2c(C(=O)OC)cccc2c1NCc1ccco1 returned MMP13 inhibition 6.
`COC(=O)Cc1c(C)c2cc(Cl)c(OC(=O)c3ccco3)cc2oc1=O` gave MMP13 inhibition -217.
CCOC(=O)N1CCC(N(C(=O)Nc2ccccc2)C(C)CC)CC1 (stereo not given) was read as MMP13 inhibition 3.
For Cc1cc(C)c2c(n1)nn1c(-n3ccnc3)cc(C)nc21 the results were MMP13 inhibition 1.
COC(=O)c1cc(NC(=O)Cn2c(=O)cnc3ccccc32)cc(C(=O)OC)c1 was read as MMP13 inhibition 2.
Screening Cc1ccc(C)c(-n2c(CNC(=O)c3ccco3)nnc2SCC(=O)N2CCc3ccccc32)c1 returned MMP13 inhibition 4.
Screening COc1cc(OC)cc(C(=O)NCc2nc(-c3ccccc3)no2)c1 returned MMP13 inhibition 4.
For CN(C)c1ccc(-c2nn3c(C4CCCCC4)nnc3s2)cc1 the results were MMP13 inhibition 4.
`CC1(C)CC(=O)c2sc(N)nc2C1` gave MMP13 inhibition 4.
Screening CN(C)C(=O)Cn1c(SCC(=O)NC2CCCCC2)nc2ccccc21 returned MMP13 inhibition 3.
`CC(C)CNC(=O)c1cc(-c2ccco2)on1` gave MMP13 inhibition 3.
`CC1=C(C(=O)OC(C)C)C(c2cccnc2)C2=C(CCCC2=O)N1` (stereo not given) gave MMP13 inhibition 8.
`COc1ccc(-n2c(Cc3cccn3C)nnc2SCC(=O)Nc2nc(C)cs2)cc1` gave MMP13 inhibition 3.
Screening CCOC(=O)N1CCN(S(=O)(=O)c2c(C)[nH]c(=O)[nH]c2=O)CC1 returned MMP13 inhibition 6.
Screening CCOC(=O)c1[nH]c2ccc(OC)cc2c1C returned MMP13 inhibition 0.
`CN1CCCc2cc3c(C(F)(F)F)cc(=O)oc3nc21` gave MMP13 inhibition 9.
CCOC(=O)c1sc2nc(CC(=O)OC)nc(NCCN3CCOCC3)c2c1C was read as MMP13 inhibition -5.
`COC(=O)c1[nH]c2ccc(C)cc2c1NC(=O)CN1CCCC(C)(C)C1` gave MMP13 inhibition -2.
For O=C(c1ccco1)N1CCN(C(=O)c2cnn3c(C(F)(F)F)cc(-c4cccs4)nc23)CC1 the results were MMP13 inhibition 3.
O=C(COC(=O)c1cc(-c2ccco2)nc2ccccc12)NCc1ccc2c(c1)OCO2 was read as MMP13 inhibition 1.
For CCCCn1c2nc3ccccc3nc2c2c(=O)n(CCC)cnc21 the results were MMP13 inhibition 0.
For Cc1cc(=O)oc2cc(OCCSCCN3CCOCC3)ccc12 the results were MMP13 inhibition 6.
CC(Nc1nc(N2CCN(S(C)(=O)=O)CC2)nc2ccccc12)c1ccccc1 (stereo not given) was read as MMP13 inhibition 4.
CN1C(=O)NC(NC(=O)c2ccco2)(C(F)(F)F)C1=O (stereo not given) was read as MMP13 inhibition 2.
For CC(=O)c1cccc(NC(=O)c2cc3nc(C)cc(C)n3n2)c1 the results were MMP13 inhibition 5.
`CC(=O)Nc1cc2ccc(OC(C)=O)cc2oc1=O` gave MMP13 inhibition -45.
For Cc1ccc(CSc2nc3c(c(=O)[nH]2)C(c2ccncc2)C2=C(CCCC2=O)N3)cc1 (stereo not given) the results were MMP13 inhibition -3.
For Cc1ccc(NC(=O)CC2Nc3ccccc3NC2=O)cc1Cl (stereo not given) the results were MMP13 inhibition 6.
O=c1/c(=C/c2ccccn2)sc2nc3ccccc3n12 was read as MMP13 inhibition 5.
For N#Cc1nc(-c2ccco2)oc1NCCc1ccccc1 the results were MMP13 inhibition -1.
`CCOC(=O)c1cc2c(=O)n3cccc(C)c3nc2n(C)c1=N` gave MMP13 inhibition -103.
`CCC(=O)Oc1ccc2c(C)c(Cl)c(=O)oc2c1` gave MMP13 inhibition -37.
Screening COC(=O)c1sc(NC(=O)c2oc3ccccc3c2C)nc1C returned MMP13 inhibition 2.
Screening O=C(Cc1c(O)c2ccccc2[nH]c1=O)OC1CCCCC1 returned MMP13 inhibition 1.
For Cc1nc2nc(-c3cccs3)cn2nc1C the results were MMP13 inhibition 1.
CC(C)NCC(O)COc1ccc(CCOCC2CC2)cc1 (stereo not given) was read as MMP13 inhibition 0.
`Cc1cc2nc(C)c(Cc3ccccc3)c(=O)n2[nH]1` gave MMP13 inhibition -1.
`COc1ccc(-c2cc(NCCc3ccncc3)n3ncnc3n2)cc1` gave MMP13 inhibition 6.
For COc1cc(OC)c2c(C)c(Cl)c(=O)oc2c1 the results were MMP13 inhibition -10.
O=S(=O)(c1cccc(-c2cn3cccnc3n2)c1)N1CCCCCC1 was read as MMP13 inhibition 9.
For O=C(Nc1cccc2ccccc12)N1CCN(c2ccc(F)cc2)CC1 the results were MMP13 inhibition 3.
Screening O=c1oc2c(CN3CCCCC3)c(O)ccc2c2c1CCCCC2 returned MMP13 inhibition -17.
Screening CCOC(=O)c1[nH]c2cc3c(cc2c1NC(=O)CN1CC(C)CC(C)C1)OCO3 (stereo not given) returned MMP13 inhibition 10.
CCCc1nc2oc3c(NCCN(C)C)ncnc3c2c2c1CCCC2 was read as MMP13 inhibition 8.
c1ccc(OCc2nn3c(Cn4nnc5ccccc54)nnc3s2)cc1 was read as MMP13 inhibition 3.
CCOC(=O)c1[nH]c2ccc(OCC)cc2c1NC(=O)CN1CCC2(CC1)OCCO2 was read as MMP13 inhibition 9.
COC(=O)C1=CN(C(C)C)C=C(C(=O)OC)C1c1cc2c(cc1Br)OCO2 was read as MMP13 inhibition -2.
For CC(C)n1c(-c2ccc(N(C)C)cc2)nc2ccccc21 the results were MMP13 inhibition -3.
For Cc1ccc(C2C3=C(CC(C)(C)CC3=O)Nc3n[nH]c(C)c32)cc1 (stereo not given) the results were MMP13 inhibition 0.
`CCCn1c(CCC(=O)O)ccc1-c1ccc(F)cc1` gave MMP13 inhibition 4.
`COc1ccc(-n2nc3cc(C)c(NC(=O)C(C)C)cc3n2)cc1` gave MMP13 inhibition -12.
`Cc1cc(C)n2nc3nc(N4CCCC4)nc(-c4ccccc4)c3c2n1` gave MMP13 inhibition 5.
For COc1ccc(-c2nn(C)c3sc(C(=O)NCc4ccco4)cc23)cc1OC the results were MMP13 inhibition 5.
For CCOC(=O)N1CCN(C(=O)COc2ccc3c(c2)C(=O)CC2(CCN(C(C)=O)CC2)O3)CC1 the results were MMP13 inhibition 7.
CC1CN(C(=O)c2cc3c(=O)n4ccccc4nc3s2)CC(C)O1 (stereo not given) was read as MMP13 inhibition -16.
For CC(C)(C)c1cc(=O)n2c(C#N)c(C#N)nc2[nH]1 the results were MMP13 inhibition 4.
For CC1(C)Cc2nc3sc4c(N(CCO)CCO)ncnc4c3cc2CO1 the results were MMP13 inhibition 2.
Screening COCC(=O)N(C)c1nnc(-c2cnc(C)cn2)s1 returned MMP13 inhibition 6.
For c1ccc(Cn2c(-c3ccco3)nc3nc4ccccc4nc32)cc1 the results were MMP13 inhibition -8.
Screening Cc1ccc(S(=O)(=O)N2CCN(c3nc(C(C)C)c4c(c3C#N)CC(C)(C)OC4)CC2)cc1 returned MMP13 inhibition 7.
Screening Cc1cc(=O)oc2cc(OCC(=O)OCc3nnc(-c4ccccc4)o3)ccc12 returned MMP13 inhibition -12.
For CCOC(=O)C1=C(CSc2nc3c(cc2C#N)CN(C)CC3)OC(N)=C(C#N)C1c1ccccc1 (stereo not given) the results were MMP13 inhibition 8.
O=C(NCCN1CCOCC1)c1cc2ccccc2[nH]1 was read as MMP13 inhibition 4.
Screening CCCCn1c(SCC(=O)Nc2ccc(OC)cc2)nc2ccc(N3CCOCC3)cc2c1=O returned MMP13 inhibition 3.
`CNc1nc(C)c(C#N)cc1C(C)=O` gave MMP13 inhibition 2.
For Cc1ccc(Cn2c(C)nc3c(c2=O)c2nc4ccccc4nc2n3Cc2ccco2)cc1 the results were MMP13 inhibition 11.
`c1ccc(-c2ccc(-c3nc(-c4cccnc4)no3)cc2)cc1` gave MMP13 inhibition 6.
`C=CCn1c(COc2cccc3ccc(C)nc23)nnc1SCC(=O)O` gave MMP13 inhibition 5.
Screening Cc1cc(C)n2nc(NCc3ccccc3)nc2n1 returned MMP13 inhibition 6.
N#Cc1nc(-c2cccs2)oc1NCCc1ccccc1 was read as MMP13 inhibition 5.
`CN(C)c1ccc(-c2nn3c(-c4ccccc4Cl)nnc3s2)cc1` gave MMP13 inhibition -10.
CC1=CC2=NC(=O)CC(C)(C(=O)N(CC(=O)NC(C)(C)C)C3CCCC3)N2C=C1 (stereo not given) was read as MMP13 inhibition 3.
CCCC(=O)NCCCc1nc2ccccc2[nH]1 was read as MMP13 inhibition 3.
N#Cc1cc2ccc(N3CCOCC3)cc2cc1C#N was read as MMP13 inhibition 8.
Screening N#Cc1c(N2CCN(C(=O)c3ccco3)CC2)nc(-c2ccccc2)c2c1CCCC2 returned MMP13 inhibition 1.
Screening CC(C)(C)OC(=O)NCCC(=O)Oc1ccc2ccc(=O)oc2c1 returned MMP13 inhibition -123.
For COc1cc2cc(CN(Cc3nnnn3Cc3ccco3)C3CCCCC3)c(=O)[nH]c2cc1OC the results were MMP13 inhibition 0.
`O=c1nc2c(-c3ccccc3F)n[nH]n2c2ccccc12` gave MMP13 inhibition 13.
For CCCc1nc(N2CCCC2)c(C#N)c2c1CCCC2 the results were MMP13 inhibition 13.
`CCOC(=O)N1CCC(NC(=O)c2cc3c(-c4cccc(OC)c4)nn(C)c3s2)CC1` gave MMP13 inhibition 2.
Cn1c(=O)c2c(nc(CN3CCN(C(=O)c4ccco4)CC3)n2Cc2ccccc2)n(C)c1=O was read as MMP13 inhibition 2.
CCOC(=O)c1ccc2ncc(C(=O)OCC)c(NCc3ccco3)c2c1 was read as MMP13 inhibition 15.
Cc1ccc(NC(=O)C2CC(c3ccc(F)cc3)=NO2)cc1 (stereo not given) was read as MMP13 inhibition 2.
For CC(C)c1nc(NCC2CCCO2)c(C#N)c2c1COC(C)(C)C2 (stereo not given) the results were MMP13 inhibition 1.
For CCOC(=O)c1sc2nc(N3CCCC3)c3c(c2c1N)CC(C)(C)OC3 the results were MMP13 inhibition -15.
For CCOC(=O)C1CCCN(CC(=O)Nc2c(C(=O)OC)[nH]c3ccc(C)cc23)C1 (stereo not given) the results were MMP13 inhibition -2.
COc1cccc(C2=CC(c3ccc(C)cc3)n3ncnc3N2)c1 (stereo not given) was read as MMP13 inhibition 4.
Screening Clc1ccc(-c2nnc(-c3ccccc3)o2)c(Cl)c1 returned MMP13 inhibition 5.

An excerpt. The share of hits here may be higher or lower than overall.
